ABCB6 inh MLPCN – ABCB6 transporter inhibitors, primary screen, K562-ABCB6 cells, flow cytometry, MLPCN library | ATP-binding cassette sub-family B member 6 (Homo sapiens), Q9NP58 | K562-ABCB6 porphyrin accumulation, 1 h; hits give low values | fluorescence ratio to DMSO, % at 10 µM | hit rate 0.19% among 360,000;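 active = fluorescence ratio to DMSO below 75%, the collection mean minus 3 SD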;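 note: signal is porphyrin accumulated inside mitochondria; 100% equals median channel fluorescence of DMSO control wells; lower ratio means ABCB6 inhibition with less porphyrin fluorescence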
MC4R barr agon – MC4R agonists recruiting beta-arrestin, primary screen, cell-based, luminescence, agonist arm of biased-ligand search; U2OS MC4R beta-arrestin complementation; percent of melanotan II response, DMSO zero; hit rate 0.98% among 360,000; AID 540308, 2011; activation, % at 8.9 µM;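 active = activation above a per-plate cutoff, the mean activation of sample wells on that plate plus 3 SD, cut at about 8% in these data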
Target sequence (P32245 whole entry, looked up): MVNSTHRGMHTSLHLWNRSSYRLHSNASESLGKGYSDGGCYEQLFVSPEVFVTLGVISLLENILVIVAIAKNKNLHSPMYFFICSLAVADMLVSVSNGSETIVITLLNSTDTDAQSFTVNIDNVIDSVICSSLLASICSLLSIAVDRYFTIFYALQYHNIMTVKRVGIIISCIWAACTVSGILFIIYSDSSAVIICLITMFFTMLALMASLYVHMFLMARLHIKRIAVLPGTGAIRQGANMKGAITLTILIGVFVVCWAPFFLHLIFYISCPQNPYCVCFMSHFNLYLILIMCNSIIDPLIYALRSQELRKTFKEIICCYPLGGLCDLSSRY
Exocytosis inh – LAMP-1 surface exposure blockers, TALL-104 cells – cell-based, flow cytometry, MLPCN library, primary screen; TALL-104 LAMP-1 surface exposure; cells stimulated with thapsigargin and PMA; hit rate 0.66% among 360,000; inhibition, % at 10 µM; AID 651702, 2012;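 active = inhibition above about 55%, limit read from the data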
N-glyco inh – increase of ERlucT glycosylation luciferase signal, primary screen, N-linked glycosylation inhibitor project, D54 ERlucT cells, luminescence, set 2. D54 ERlucT glycosylation luciferase reporter, 24 h; percent of 100 nM tunicamycin response. reporter increase, % at 12.5 µM. hit rate 0.23% among 360,000;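 active = mean luciferase reporter signal, scaled so untreated is 0 and the glycosylation-blocking control 100, at or above a set limit in every replicate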;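 note: luciferase carries N-glycosylation sites so blocking glycosylation raises the light; 0% = median of neutral control wells and 100% = median of 100 nM tunicamycin wells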
Cardio protect – cardioprotection against H2O2-induced cell death, primary screen, uHTS, H9c2 cells, ATPLite luminescence. H9c2 cardiomyocytes, H2O2 injury protection, 2 h. hit rate 0.63% among 360,000. protection from H2O2 cell death, % at 20 µM. AID 588492, 2011;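 active = compounds giving at least 50% protection of heart cells from peroxide-induced death in the single-dose screen, raw or plate-pattern-corrected value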;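 note: 0% = DMSO wells with peroxide and 100% = DMSO wells without peroxide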
MC4R antag cAMP – MC4R antagonists of cAMP signaling, primary screen, cell-based, TR-FRET, antagonist arm of biased-ligand search; Melanocortin receptor 4 (Homo sapiens), P32245; MC4R-expressing cells, MTII-stimulated cAMP, LANCE TR-FRET; inhibition, % at 6.5 µM; hit rate 0.48% among 360,000; AID 540295, 2011;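 active = inhibition above its plate's cutoff, the mean of tested wells on that plate plus 3 SD, cut at about 29% in these data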;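 note: 0% = Melanotan II alone and 100% = Melanotan II plus saturating MCL0020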
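Assay system: U2OS cells stably expressing human melanocortin 4 receptor (MC4R) / Dosing: 6.5 µM / Timing: compound 30 min, challenge 1 h, detection 1 h / Measured by: Eu-cAMP/anti-cAMP TR-FRET, emission 671 nm / Replicates: singlicate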
iPSC survival up – enhancers of single-cell hiPSC survival, primary screen, ATPlite luminescence. 100% = ROCK inhibitor wells, 0% = DMSO. survival enhancement, % at 20 µM. hit rate 0.044% among 360,000. AID 602274, 2012; in the data active = survival enhancement above about 18%;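 note: cells exposed to compounds for 16 hours before the ATP read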
m5-HT2A agonist – mouse Htr2a agonists via beta-arrestin recruitment, primary screen, cell-based, luminescence; 5-hydroxytryptamine receptor 2A (Mus musculus), P35363; CHO-K1 mHTR2A beta-arrestin complementation; percent of 30 µM serotonin response; activation, % at 7.6 µM; hit rate 0.66% among 360,000; AID 624169, 2012;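 active = activation above a run cutoff, the mean activation of all tested compounds plus 3 SD, cut at about 14% in these data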;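 note: 0% = plate median of compound wells and 100% = 30 µM serotonin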
Target sequence (P35363 whole entry, looked up): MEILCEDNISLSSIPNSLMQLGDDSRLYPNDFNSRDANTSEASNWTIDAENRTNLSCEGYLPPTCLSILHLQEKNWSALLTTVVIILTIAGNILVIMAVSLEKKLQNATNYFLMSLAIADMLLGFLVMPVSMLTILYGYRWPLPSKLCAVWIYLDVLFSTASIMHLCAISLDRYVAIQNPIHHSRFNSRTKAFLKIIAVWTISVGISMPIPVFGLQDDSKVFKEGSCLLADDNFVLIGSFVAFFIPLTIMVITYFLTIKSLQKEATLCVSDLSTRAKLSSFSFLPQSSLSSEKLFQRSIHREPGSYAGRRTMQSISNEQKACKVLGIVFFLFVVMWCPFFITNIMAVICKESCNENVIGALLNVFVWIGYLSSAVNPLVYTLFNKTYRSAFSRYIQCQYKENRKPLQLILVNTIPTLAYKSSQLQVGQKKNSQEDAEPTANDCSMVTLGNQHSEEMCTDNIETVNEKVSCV
aDG glyco act – activators of alpha-DG glycosylation, primary screen, uHTS, Pro5-aDG cells, AlphaScreen. alpha-DG glycosylation AlphaScreen (IIH6); 0% Pro5, 100% B10-LARGE cell signal. hit rate 0.22% among 360,000. activation, % at 10 µM;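 active = activation of at least 8% versus controls, or a plate z-score of at least 8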;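 note: Pro5 are CHO cells carrying HIG-tagged alpha-DG that lacks glycosylation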
ABHD5-PLIN5 inh – ABHD5-PLIN5 interaction inhibitors, primary screen, cell lysate, split luciferase complementation, luminescence; hit rate 0.78% among 360,000; AID 602281, 2012; inhibition, % at 4 µM; Split G. princeps luciferase complementation, 4 h; Perilipin-5 (Homo sapiens) + 1-acylglycerol-3-phosphate O-acyltransferase ABHD5 (Homo …;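 active = inhibition above the mean inhibition across every tested compound plus 3 SD, cut at about 22% in these data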;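 note: 0% = DMSO only wells and the 100% control is not disclosed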
Active calls of the source: *; / = not tested or not shown. A portion of the library; the hit share may differ from the screen's.

SMILES | ABCB6 inh MLPCN | MC4R barr agon | Exocytosis inh | N-glyco inh | Cardio protect | MC4R antag cAMP | iPSC survival up | m5-HT2A agonist | aDG glyco act | ABHD5-PLIN5 inh
CCOC(=O)CC(SP1(=S)OCC2(CC=CCC2)CO1)C(=O)OCC (configuration not stated) | 100 | -1.8 | 6 | -2 | 0 | 5 | -1.5 | 1 | -0.2 | 8
CN(C)C(=O)Nc1cccc(OC(=O)N(C)C)c1 | 96 | -1.2 | 2 | 0 | 2 | 6 | 0.4 | -1 | 0.0 | 2
O=c1[nH]c(=S)[nH]c(O)c1C(c1ccccn1)c1c(O)[nH]c(=S)[nH]c1=O | 102 | 0.5 | -2 | -1 | 4 | 5 | -0.5 | -2 | 1.0 | -24
O=[N+]([O-])NC1=NCCN1Cc1ccc(Cl)nc1 | 102 | 0.7 | -1 | 3 | 6 | 16 | -2.1 | 8 | -0.2 | -11
CCC(=NCc1ccco1)c1c(O)n(Cc2ccccc2)c(=O)[nH]c1=O | 95 | -0.1 | -1 | -5 | 8 | -1 | 0.1 | -6 | 0.7 | -2
CCN1CCN(c2nc([N+](=O)[O-])nn2C)CC1 | 99 | 0.7 | 5 | 1 | -1 | -8 | -0.5 | 0 | 0.1 | -1
O=C1NCN(c2ccccc2)C12CCN(C(c1cccc3ccccc13)c1nnnn1-c1ccc3c(c1)OCCO3)CC2 (configuration not stated) | 98 | / | 0 | -3 | 2 | / | 1.4 | -3 | -0.3 | 2
COc1ccc(Cl)cc1N=Cc1c(O)n(C)c(=O)n(C)c1=O | 97 | -0.3 | -4 | 0 | 20 | 0 | 0.1 | 3 | 0.2 | -3
NC(=O)Nc1cccc(C(F)(F)F)c1 | 100 | -0.7 | -2 | 2 | -3 | 4 | 3.8 | 2 | -0.1 | -7
C[C@]12C=CC(=O)C=C1CC[C@@H]1C2CC[C@]2(C)OC(=O)CCC12 (some centres not stated) | 99 | 0.0 | -5 | 1 | -6 | 5 | 0.1 | 6 | 0.0 | 2
Cc1ccc(S(=O)(=O)N2CN3CCN(C3)C2)cc1 | 97 | -1.2 | -1 | 1 | -1 | -3 | -2.8 | -6 | -0.2 | 1
COc1ccc(-n2nnnc2C(CCSC)N2CCC(n3c(=O)[nH]c4ccccc43)CC2)cc1 (configuration not stated) | 92 | / | -1 | -4 | 46 | / | 1.0 | 4 | -0.4 | 1
CN1CCN(c2ccc([N+](=O)[O-])c(Sc3nncn3C)c2)CC1 | 108 | -1.4 | -2 | -2 | 4 | -6 | 0.0 | -3 | 0.2 | 15
O=c1[nH]c(=S)n(C2CC2)c(O)c1/C=N/Nc1ccccc1 | 104 | -3.3 | 7 | 6 | 1 | -8 | 0.4 | 2 | -0.1 | 20
CC(=O)c1ccc2c(c1)C1C(Cl)C(Sc3ccccc3[N+](=O)[O-])CC1C(c1ccccc1[N+](=O)[O-])N2 (configuration not stated) | 103 | -0.8 | 4 | -2 | 36 | 10 | 2.9 | 3 | -0.8 | 7
COC(=O)[C@@]1(Sc2ccc(C)cc2)CC(=O)N(P(=O)(OC)OC)[C@@H]1c1ccccc1 | 97 | / | -5 | / | / | / | 0.2 | 3 | 0.0 | -6
CCN1CCN(C(c2cccs2)C(C)NC(=O)Oc2ccccc2)CC1 (configuration not stated) | 101 | 0.0 | 7 | -6 | 10 | 8 | 3.8 | -4 | -0.2 | -8
COC(=O)C1=C(c2ccc(OCc3ccccc3)cc2)C[C@@H]2CC[C@H]1N2C | 104 | 0.1 | 3 | -6 | 16 | 10 | -1.2 | -7 | -0.1 | 2
CC(=O)c1c(C)[nH]c(C(=O)N2CCC3(CC2)OCCO3)c1C | 95 | 2.0 | 0 | 1 | 2 | -2 | 0.9 | -1 | 0.0 | 0
CC[C@@H](CO)C1CC2NC3CC4(c5ccccc5N(C)[C@@H]24)C(O)C31 (some centres not stated) | 98 | -0.9 | -4 | -4 | -1 | -4 | -2.0 | 0 | 0.7 | -4
CN1CCN(c2c(C#N)c(C(F)(F)F)nn2C)CC1 | 105 | -0.7 | -1 | -1 | 10 | 9 | 3.6 | -3 | -0.1 | 2
CCCNC(=O)N1[C@H]2CC[C@@H]1C(C(=O)OC)=C(c1ccc(OC)c(OC)c1)C2 | 103 | 0.5 | -2 | 0 | 5 | 3 | -1.0 | 1 | 0.4 | 0
O=c1c2ccccc2nc(Cc2ccccc2)n1-c1cccc(O)c1 | 82 | 4.4 | 1 | -1 | 0 | 8 | -0.2 | 0 | -0.1 | 5
C=CCn1c(O)c(C(CC)=NC2CC2)c(=O)[nH]c1=O | 99 | 1.8 | 2 | 5 | 4 | 2 | -2.1 | 4 | 0.5 | 6
O=c1c2ccccc2nc(SCC2CCCCO2)n1-c1ccccc1 (configuration not stated) | 97 | -0.3 | -1 | 4 | 0 | 4 | 2.7 | 1 | 0.2 | 8

Exported as tab-separated lines: part of the list above.
Molecule	ABCB6 inh MLPCN	MC4R barr agon	Exocytosis inh	N-glyco inh	Cardio protect	MC4R antag cAMP	iPSC survival up	m5-HT2A agonist	aDG glyco act	ABHD5-PLIN5 inh
CC(=O)c1ccc2c(c1)C1C(Cl)C(Sc3ccccc3[N+](=O)[O-])CC1C(c1ccccc1[N+](=O)[O-])N2 (configuration not stated)	103	-0.8	4	-2	36	10	2.9	3	-0.8	7
COC(=O)[C@@]1(Sc2ccc(C)cc2)CC(=O)N(P(=O)(OC)OC)[C@@H]1c1ccccc1	97	/	-5	/	/	/	0.2	3	0.0	-6
CCN1CCN(C(c2cccs2)C(C)NC(=O)Oc2ccccc2)CC1 (configuration not stated)	101	0.0	7	-6	10	8	3.8	-4	-0.2	-8

Later entries.
SMILES | ABCB6 inh MLPCN | MC4R barr agon | Exocytosis inh | N-glyco inh | Cardio protect | MC4R antag cAMP | iPSC survival up | m5-HT2A agonist | aDG glyco act | ABHD5-PLIN5 inh
CN1CCN(c2nc([N+](=O)[O-])nn2C)CC1 | 88 | -0.2 | 2 | -2 | 6 | -1 | -1.7 | 5 | 25* | 1
CC1CN=C(NCc2ccncc2)S1 (configuration not stated) | 117 | -0.3 | 2 | 1 | 9 | -3 | -1.4 | 2 | 0.0 | 0
Fc1ccc(C2=CCN(C(c3cccs3)c3nnnn3CCc3ccccc3)CC2)cc1 (configuration not stated) | 89 | -2.0 | 3 | -7 | 6 | -2 | -0.6 | 6 | -0.1 | 0
CCOC(=O)c1ccc(NC(=O)c2c(O)[nH]c(=O)[nH]c2=O)cc1 | 103 | -1.8 | 1 | 0 | 0 | 0 | -3.6 | 5 | -0.3 | -4
CCOC(=O)/C(CCCN(CC)CC)=N\O | 104 | -0.4 | 0 | 2 | 14 | 3 | -3.0 | 6 | -0.4 | 2
CC1CCCC(NC(=O)CNC(=S)N2CC3CC(C2)c2cccc(=O)n2C3)C1C (configuration not stated) | 104 | -2.9 | 0 | 0 | 3 | 3 | 0.7 | -4 | -0.4 | -7
CCN1CCN(Cc2cc(Br)cc(OC)c2O)CC1 | 102 | 0.3 | 0 | -1 | 0 | 14 | 9.8 | -3 | -0.2 | -10
O=C(Cc1ccccc1)Oc1cccc(-n2cnnn2)c1 | 100 | -2.9 | -1 | 1 | 2 | 4 | -0.7 | 0 | -0.2 | 1
Cc1ccc(NC(=O)CSc2nnc([C@@H](N)Cc3c[nH]c4ccccc34)o2)c(C)c1 | 94 | 4.9 | 2 | 1 | 0 | 4 | -2.3 | 2 | -0.3 | 0
CC[C@H]1CN2CCC1C[C@@H]2[C@@H](O)c1ccnc2ccc(OC)cc12 (some centres not stated) | 96 | -0.2 | -3 | -2 | 3 | 3 | 0.5 | -7 | -0.1 | 0
COc1cccc(C(=O)C2CCCN(Cc3cnn(C(C)C)c3)C2)c1 (configuration not stated) | 104 | -2.2 | 3 | 3 | -1 | 3 | 3.1 | -7 | -0.3 | -5
Cc1cccc(-n2c(=S)[nH]c3ccccc3c2=O)n1 | 103 | -2.0 | 1 | 3 | -4 | 8 | -0.3 | -3 | 0.0 | 2
CN1CC[C@]23c4c5ccc(O)c4OC2[C@H](O)C=CC3[C@H]1C5 (some centres not stated) | 97 | -2.0 | 12 | 1 | 7 | 3 | 1.3 | 4 | -0.2 | 6
CN1CCN(Cc2ccc(Br)s2)CC1 | 96 | -0.5 | 1 | 0 | 0 | -3 | -0.8 | -6 | 0.0 | 2
CC(C)C1(C)N=C(c2nc3ccccc3cc2C(=O)O)NC1=O (configuration not stated) | 97 | -0.8 | -1 | 0 | 18 | 4 | -1.4 | 1 | 0.0 | 3
CC1(C)NC(=O)[C@H]2CCCN21 | 99 | -1.5 | -1 | 2 | 15 | 12 | 2.4 | 3 | 0.1 | -1
CC(=O)C1CCC2C3CCC4CC(O)CCC4(C)C3C(O)CC12C (configuration not stated) | 99 | -2.8 | 7 | 1 | 1 | 3 | 4.1 | 1 | 0.0 | 2
O=C1CN(C(=O)CN2CCCCC2)C(c2ccccc2)c2cc(Br)ccc2N1 (configuration not stated) | 96 | 0.4 | -4 | -1 | -3 | 3 | 0.3 | 0 | -0.1 | 0
CCCCn1nnnc1C(c1cccs1)N1CCC2(CC1)C(=O)NCN2c1ccccc1 (configuration not stated) | 101 | / | 3 | 3 | -2 | / | -0.6 | 4 | 0.3 | -2

Part of the list above in order of molecular weight, ascending.
SMILES | ABCB6 inh MLPCN | MC4R barr agon | Exocytosis inh | N-glyco inh | Cardio protect | MC4R antag cAMP | iPSC survival up | m5-HT2A agonist | aDG glyco act | ABHD5-PLIN5 inh
CC(=O)C1CCC2C3CCC4CC(O)CCC4(C)C3C(O)CC12C (configuration not stated) | 99 | -2.8 | 7 | 1 | 1 | 3 | 4.1 | 1 | 0.0 | 2
CC1CCCC(NC(=O)CNC(=S)N2CC3CC(C2)c2cccc(=O)n2C3)C1C (configuration not stated) | 104 | -2.9 | 0 | 0 | 3 | 3 | 0.7 | -4 | -0.4 | -7
CCCCn1nnnc1C(c1cccs1)N1CCC2(CC1)C(=O)NCN2c1ccccc1 (configuration not stated) | 101 | / | 3 | 3 | -2 | / | -0.6 | 4 | 0.3 | -2

Bioassay records from PubChem.
